TMEM16A act = activates or potentiates the mouse TMEM16A chloride channel; hit rate 0.3% among 340,000; HEK293 TMEM16A/YFP-H148Q/I152L, iodide quench fluorescence; active compounds read low; AID 623877; Q8BHY3; B-score at 10 µM;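 active means fluorescence-ratio B-score plate-corrected deviation score at least 3 library SD below zero, with starting fluorescence score within 5 deviations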;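 further: channel opened by trigger with iodide after compound preincubation; score built on the fluorescence ratio of max minus min over baseline; more negative score means more quench and so TMEM16A activation or potentiation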
KCNK9 inh = inhibitors of human KCNK9 two-pore domain potassium channel; B-score at 10 µM; HEK293 KCNK9, FluxOR thallium flux fluorescence; active compounds read low; hit rate 1.2% among 310,000;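 active means ratio B-score over 3 SD below the library mean, with starting fluorescence within 5 SD of its mean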;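 further: negative B-score means less thallium flux so channel inhibition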
Target sequence (Q9NPC2 whole entry, looked up, the tested form may be a part): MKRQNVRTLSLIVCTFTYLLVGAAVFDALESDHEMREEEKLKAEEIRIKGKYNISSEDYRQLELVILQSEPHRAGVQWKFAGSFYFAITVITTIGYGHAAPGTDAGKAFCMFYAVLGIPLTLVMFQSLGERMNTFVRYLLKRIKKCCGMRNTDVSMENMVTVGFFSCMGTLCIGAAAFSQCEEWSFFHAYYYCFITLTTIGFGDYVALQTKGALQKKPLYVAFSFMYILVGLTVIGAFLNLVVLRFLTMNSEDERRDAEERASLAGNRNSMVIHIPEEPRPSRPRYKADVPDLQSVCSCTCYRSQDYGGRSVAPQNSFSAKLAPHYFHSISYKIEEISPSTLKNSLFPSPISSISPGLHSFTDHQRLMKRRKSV
KCNQ1 pot = potentiates or activates the human KCNQ1 potassium channel | hit rate 0.35% among 310,000 | B-score at 10 µM | P51787 | CHO-K1 KCNQ1, thallium flux FluxOR fluorescence; active compounds read high;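 active means fluorescence ratio B-score, a plate-corrected score, at least three library SD, with initial intensity B-score within 5 SD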
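Schedule – 37 °C overnight plating, 90-min dark dye load, 20-min compound pretreatment · System – stable KCNQ1 CHO-K1 line · Probe or stimulus – thallium- and potassium-containing depolarizing buffer · Measured by – kinetic FluxOR fluorescence, 10 s baseline plus 110 s post-stimulus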
SKKanGAS inh = inhibitors of SKKanGAS S. pyogenes growth in kanamycin (SK-promoter or general growth effect) | BacTiter-Glo, 6 h | inhibition, % at 7.5 µM | hit rate 1.3% among 300,000 | AID 1662;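 active means mean replicate score, as percent of positive control median, at least 50; inconclusive means mean below 50 but one replicate at or above 50; inactive means mean and every replicate below 50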;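 further: strain carries kanamycin resistance gene driven by streptokinase promoter and grows in 40 µg/ml kanamycin; loss of luminescence reflects streptokinase promoter inhibition or plain growth inhibition; 0% = median of DMSO wells and 100% = positive control at its reference dose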
KCNK3 inh = human KCNK3 channel inhibition, primary screen. B-score at 10 µM. CHO-KCNK3 thallium flux, FluxOR fluorescence; active compounds read low. hit rate 0.84% among 340,000. O14649;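 active means B-score under library mean minus 4 SD, starting fluorescence ratio at most library mean plus 5 SD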;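 further: more negative B-score means stronger inhibition of thallium flux through KCNK3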
KCNQ1 inh = human KCNQ1 channel inhibition; B-score at 10 µM; P51787; CHO-K1 KCNQ1, FluxOR thallium flux fluorescence; active compounds read high; hit rate 1.3% among 310,000;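 active means compounds whose thallium flux B-score, printed positive for inhibition, exceeds three library SD while starting fluorescence stays within three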;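 further: channel opened by potassium depolarization with thallium stimulus after 20 min compound exposure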
ANO1 block = inhibitors of mouse TMEM16A calcium-activated chloride channel; Q8BHY3; HEK293 TMEM16A/YFP iodide influx fluorescence, ionomycin; normalized B-score (activity score, 25-100; higher = stronger inhibition) at 10 µM; hit rate 1.2% among 310,000; AID 588511;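 active means ratio plate-corrected score three or more library SD toward inhibition, starting fluorescence score within five deviations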;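 further: score derived from kinetic fluorescence span divided by baseline fluorescence per well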
HDAC3 inhib = inhibitors of human histone deacetylase 3; O15379; recombinant HDAC3, fluorogenic peptide/trypsin coupled, fluorescence; inhibition, % at 8.3 µM; hit rate 0.15% among 320,000; AID 2718; in the data active means inhibition above about 26%, passing the limit was not always enough; inconclusive means no clear call, values can overlap the other calls
Target sequence (O15379 whole entry, looked up): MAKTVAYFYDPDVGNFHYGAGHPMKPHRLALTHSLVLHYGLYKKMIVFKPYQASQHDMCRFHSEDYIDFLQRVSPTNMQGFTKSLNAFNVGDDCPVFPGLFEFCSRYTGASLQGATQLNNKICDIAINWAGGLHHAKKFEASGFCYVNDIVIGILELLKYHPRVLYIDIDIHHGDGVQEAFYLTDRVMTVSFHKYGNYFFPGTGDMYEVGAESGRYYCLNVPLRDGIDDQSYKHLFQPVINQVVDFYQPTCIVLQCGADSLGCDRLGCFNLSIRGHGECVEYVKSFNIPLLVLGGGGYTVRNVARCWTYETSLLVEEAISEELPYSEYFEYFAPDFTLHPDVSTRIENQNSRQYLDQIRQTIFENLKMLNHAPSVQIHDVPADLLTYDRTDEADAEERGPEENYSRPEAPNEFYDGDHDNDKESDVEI
RGS4 pot = RGS4 potentiation or activation. B-score at 10 µM. HEK293 M3R/inducible RGS4, carbachol calcium flux Fluo4; active compounds read low. hit rate 0.92% among 310,000;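 active means B-score of the integrated calcium signal more than 4 SD below the library mean, with starting fluorescence not abnormally high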;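 further: negative B-score means reduced calcium response which marks RGS4 activation or potentiation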
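Detection: kinetic calcium fluorescence imaging with Fluo4-AM dye, 2 µM / Material: HEK293 cells with stable M3R and inducible RGS4 / Schedule: recording 10 s baseline at 1 Hz, 100 s post-agonist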
RGS4 inh = human RGS4 inhibition; P49798; HEK293 M3R/RGS4 inducible, Fluo-4 calcium flux; active compounds read high; triggered by carbachol at its EC20; B-score at 10 µM; hit rate 0.45% among 310,000;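 active means B-score, a plate-corrected calcium signal, over three deviations above library mean, with baseline fluorescence within five deviations of library mean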;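 further: RGS4 expression induced by doxycycline in cells with stable M3 receptor; B-score is computed from the integrated fluorescence ratio over baseline after carbachol; higher B-score means a larger calcium signal and so more RGS4 inhibition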
Target sequence (P49798 whole entry, looked up): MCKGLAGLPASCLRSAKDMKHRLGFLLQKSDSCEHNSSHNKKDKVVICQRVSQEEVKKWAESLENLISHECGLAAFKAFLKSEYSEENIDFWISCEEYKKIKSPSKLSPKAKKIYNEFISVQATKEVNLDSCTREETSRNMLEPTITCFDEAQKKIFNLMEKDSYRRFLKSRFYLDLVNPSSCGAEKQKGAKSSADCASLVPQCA
hERG protect = compounds protecting human hERG from proarrhythmic drug block. Q12809. CHO-hERG, FluxOR thallium flux, dofetilide IC70 present. activation (rescue from dofetilide block), less the hit threshold, % at 10 µM. hit rate 0.51% among 310,000. AID 1511;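 active means activation above the mean of controls blocked by dofetilide plus 5 SD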;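 further: thallium influx through hERG after potassium depolarization seen as dye fluorescence rise; in these data hits start at about 4.7%; inactives centre near -7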
* = called active by the depositor; i = inactive; ? = inconclusive; · = not tested or not shown.

SMILES	TMEM16A act	KCNK9 inh	KCNQ1 pot	SKKanGAS inh	KCNK3 inh	KCNQ1 inh	ANO1 block	HDAC3 inhib	RGS4 pot	RGS4 inh	hERG protect
CCC(C)c1ccccc1N1CC(C(=O)Nc2cccc(S(=O)(=O)N3CCOCC3)c2)CC1=O (stereo not given)	i	i	i	-5.2	i	i	i	7.9	i	i	-5.6
CC(C)CC(NS(=O)(=O)c1ccc2[nH]c(=O)c(=O)[nH]c2c1)C(=O)O (stereo not given)	i	i	i	4.1	i	i	i	-3.1	i	i	-10.1
Cc1cccc(NC(=O)Cc2cccs2)n1	i	i	i	6.2	i	i	i	2.5	i	i	-15.3
CC1CC2C3CCC4=CC(=O)C=CC4(C)[C@@]3(Cl)C(O)CC2(C)C1(O)C(=O)CO (stereo not given in full)	i	i	i	-4.4	i	i	i	-2.4	i	i	-7.2
CC(C)NC(=O)/C(=C/c1cn(-c2ccccc2)nc1-c1cccc([N+](=O)[O-])c1)NC(=O)c1ccccc1	i	i	i	17.2	i	i	i	-1.4	i	i	-0.9
COc1ccc(-n2nc(C(=O)NCC(=O)NCCCN3CCOCC3)c3ccccc3c2=O)c(OC)c1	i	i	i	9.6	i	i	i	-1.1	i	i	-3.3
CCOc1ccc(C(=O)c2cc3ccc(O)cc3oc2=O)cc1	i	i	i	-1.5	i	i	i	-2.3	i	i	-16.0
C=CCOc1ccc(CNC(C)(C)CO)cc1OC	i	i	i	3.1	i	i	i	-3.0	i	i	-5.6
O=C(c1cccs1)c1coc2ccc(O)c(CN(CCO)CCO)c12	i	i	i	-12.5	i	i	i	10.2	i	i	-12.5
COc1ccc(CCC(C)N(C)Cc2ccccc2)cc1 (stereo not given)	i	i	i	-0.1	i	i	i	-2.2	i	i	-10.2
Cc1nn(C(=O)c2cccnc2)c(C)c1Sc1ccccc1	i	i	i	-0.4	i	i	i	11.2	i	i	-8.2
O=C(Cc1ccccc1)Nc1ccc(Cl)cn1	i	i	i	-2.0	i	i	i	0.8	i	i	-5.0
COC(=O)c1ccccc1NC(=O)C1CCCN(c2nnc(-n3cccc3)s2)C1 (stereo not given)	i	i	i	4.2	i	i	i	2.8	i	i	-10.7
CC(/C=N/n1c(-c2cc(C)[nH]n2)n[nH]c1=S)=C\c1ccco1	i	i	i	2.8	i	i	i	1.7	i	i	-7.1
CCN(CC)C(=O)c1[nH]cnc1C(=O)N[C@@H](CC(C)C)C(=O)OCc1ccccc1	i	i	i	-8.5	i	i	i	-12.6	i	i	-9.7
Cc1ccc(C)c(OCC(=O)Nc2ccccc2C(=O)N2CCN(C)CC2)c1	i	i	i	10.0	i	i	i	2.8	i	i	-12.8
CCOc1ccc(/C=C2\SC(=O)N(CCNC(=O)CN3C(=O)NC4(CCCC4)C3=O)C2=O)cc1OC	i	i	i	1.2	i	i	i	1.9	i	i	-9.7
COc1ccccc1Nc1ncc(C(=O)Nc2ccc(OC)c(OC)c2)c2ccccc12	i	i	i	5.8	i	i	i	-25.6	i	i	-8.1
CC(C)OCCCn1c(=O)c2ccccc2n2c(CCC(=O)O)nnc12	i	i	i	-4.3	i	i	i	·	i	i	-1.3
CC(=O)Nc1ccc(S(=O)(=O)Nc2ccc3c(c2)OCCO3)cc1Cl	i	i	i	-0.3	i	i	i	8.4	i	i	-9.4
Cc1ccc(NC(=O)c2cnn(-c3ccccc3)c2NC(=O)c2ccco2)cc1	i	i	i	7.4	i	i	i	4.7	i	i	-5.0
CCOc1ccc(NC(=O)Cn2cc(C(=O)CC)c3ccccc32)cc1	i	i	i	-3.1	i	i	i	0.6	i	i	-9.5
O=C(O)C1CCN(C(=O)CSc2nc3ccccc3s2)CC1	i	i	i	-3.4	i	i	i	0.0	i	i	-8.3
N#CC[C@H](Cc1ccccc1)N1CCN(CCc2ccccc2)CCC1=O	i	i	i	2.7	i	i	i	-11.0	i	i	-3.3
CCOc1ccc(N2CC(C(=O)Oc3ccccc3)CC2=O)cc1 (stereo not given)	i	i	i	-4.2	i	i	i	-1.9	i	i	-4.0
SMILES	TMEM16A act	KCNK9 inh	KCNQ1 pot	SKKanGAS inh	KCNK3 inh	KCNQ1 inh	ANO1 block	HDAC3 inhib	RGS4 pot	RGS4 inh	hERG protect
COC(=O)CCC(=O)Nc1ccc(S(=O)(=O)N2CCc3ccccc32)cc1	i	i	i	-1.6	i	i	i	0.5	i	i	-0.3
COc1ccc2nc(SCc3cccc(C)c3)nc(C)c2c1	i	i	i	-2.0	i	i	i	·	i	i	-12.4
COc1cc(C(=O)c2c(C)c(CCC#N)n3ccccc23)cc(OC)c1OC	i	i	i	13.5	i	i	i	-4.0	i	i	-6.1
CCn1nc(C)cc1C(=O)N1CCCC(N(C)CCc2ccc(OC)c(OC)c2)C1 (stereo not given)	i	i	i	-17.6	i	i	i	-5.0	i	i	-8.5
CCOC(=O)c1cnc(SC)nc1Oc1cccc(NS(=O)(=O)c2ccc(C)cc2)c1	i	i	i	-4.2	i	i	i	2.7	i	i	-20.1
CCN(CC)S(=O)(=O)c1ccc(NC(=S)NC(=O)C2CCC2)cc1	i	i	i	-5.3	i	i	·	·	i	i	-8.0
O=c1[nH]n(-c2ccccc2)c(=O)c(Cl)c1Cl	i	i	i	-0.9	i	i	i	-1.6	i	i	-11.1
Cc1cccc(NC(=O)CSc2nnc(CNC(=O)c3ccco3)n2C)c1C	i	i	i	-4.7	i	i	i	0.5	i	i	-9.3
COc1ccccc1N1CCN(S(=O)(=O)c2ccc3nc(-c4ccccc4)[nH]c3c2)CC1	i	i	i	21.6	i	i	i	9.7	i	i	-11.6
CCN(CC)S(=O)(=O)c1ccc2[nH]c(=O)c3ccccc3c2c1	i	i	i	6.1	i	i	i	-0.6	i	i	-3.5
Cc1cccc(CSc2nc(N)c(C#N)c(-c3cccs3)c2C#N)c1	i	-8.54*	i	58.7*	i	i	i	1.6	i	i	-6.8
C[C@@H](C(=O)NC1CCCCC1)N1C(=O)N2CCc3c([nH]c4ccccc34)[C@@]2(C)C1=O	i	i	i	3.1	i	i	i	3.2	i	i	-10.8
COc1ccc(-c2c(C)nn(-c3ccccc3)c2N)cc1	i	i	i	5.8	i	i	i	?	i	i	-8.6
Cc1n[nH]c(C)c1S(=O)(=O)N1CCCC(C(=O)N2CCc3ccccc32)C1 (stereo not given)	i	i	i	-4.1	i	i	i	-9.9	i	i	-3.2
C#CCOCCOCCOCCNc1nc(N2CCN(C(=O)[C@H]([C@@H](C)CC)n3cc([C@@H](N)Cc4ccc(O)cc4)nn3)CC2)nc(N2CCN(C(=O)[C@H](CCCCN)n3cc([C@@H](N)CO)nn3)CC2)n1	·	i	i	-4.5	·	i	i	-0.9	i	i	-6.0
CC1(C)CC(NC(=O)c2ccncc2)CC(C)(C)N1O	i	i	i	0.2	i	i	i	-7.3	i	i	-18.4
CCCCCc1ccc(-c2cn(CC3CCCCC3)nn2)cc1	i	i	i	0.1	i	i	i	?	i	i	-2.4
NS(=O)(=O)c1ccc(CCNC(=O)CSc2nc3ccsc3c(=O)n2C2CC2)cc1	i	i	i	-9.6	i	i	i	·	i	i	-6.5
O=C(Nc1ncccc1Cl)C1COc2ccccc2O1 (stereo not given)	i	i	i	2.7	i	i	i	2.7	i	i	0.5
Cc1c(OCC(=O)N[C@@H](Cc2ccccc2)C(=O)O)ccc2c3c(c(=O)oc12)CCC3	i	i	i	12.2	i	i	i	0.9	i	i	-5.8
CCc1nc(SCC(=O)N2CCCCC2)c2c(=O)n(C)c(=O)n(C)c2n1	i	i	i	-2.1	i	i	i	6.9	i	i	-3.3
CCC(C)n1c(OC)nc2c1c(=O)n(C)c(=O)n2C (stereo not given)	i	i	i	-0.8	i	i	i	0.9	i	i	-6.0
O=C(N=Nc1c(O)[nH]c2ccc([N+](=O)[O-])cc12)c1ccccc1[N+](=O)[O-]	i	i	i	-13.2	i	i	i	·	i	i	-11.4
CN(Cc1ccccc1)C(=O)COC(=O)c1cc([N+](=O)[O-])ccc1N1CCOCC1	i	i	i	2.6	i	i	i	·	i	i	-17.8

Structures listed so far that have an NH in an aromatic ring (nine):
SMILES	TMEM16A act	KCNK9 inh	KCNQ1 pot	SKKanGAS inh	KCNK3 inh	KCNQ1 inh	ANO1 block	HDAC3 inhib	RGS4 pot	RGS4 inh	hERG protect
CC(C)CC(NS(=O)(=O)c1ccc2[nH]c(=O)c(=O)[nH]c2c1)C(=O)O (stereo not given)	i	i	i	4.1	i	i	i	-3.1	i	i	-10.1
CC(/C=N/n1c(-c2cc(C)[nH]n2)n[nH]c1=S)=C\c1ccco1	i	i	i	2.8	i	i	i	1.7	i	i	-7.1
CCN(CC)C(=O)c1[nH]cnc1C(=O)N[C@@H](CC(C)C)C(=O)OCc1ccccc1	i	i	i	-8.5	i	i	i	-12.6	i	i	-9.7
O=c1[nH]n(-c2ccccc2)c(=O)c(Cl)c1Cl	i	i	i	-0.9	i	i	i	-1.6	i	i	-11.1
COc1ccccc1N1CCN(S(=O)(=O)c2ccc3nc(-c4ccccc4)[nH]c3c2)CC1	i	i	i	21.6	i	i	i	9.7	i	i	-11.6
CCN(CC)S(=O)(=O)c1ccc2[nH]c(=O)c3ccccc3c2c1	i	i	i	6.1	i	i	i	-0.6	i	i	-3.5
C[C@@H](C(=O)NC1CCCCC1)N1C(=O)N2CCc3c([nH]c4ccccc34)[C@@]2(C)C1=O	i	i	i	3.1	i	i	i	3.2	i	i	-10.8
Cc1n[nH]c(C)c1S(=O)(=O)N1CCCC(C(=O)N2CCc3ccccc32)C1 (stereo not given)	i	i	i	-4.1	i	i	i	-9.9	i	i	-3.2
O=C(N=Nc1c(O)[nH]c2ccc([N+](=O)[O-])cc12)c1ccccc1[N+](=O)[O-]	i	i	i	-13.2	i	i	i	·	i	i	-11.4
